SMN2 splice enh – qHTS Assay for Enhancers of SMN2 Splice Variant Expression; HEK293 SMN2-luciferase splicing reporter, luminescence, 30-36 h; Potency, µM (doses to about 46.1 µM), inactives show at the highest dose activity change, positive = activation, most hits filed as activators; 210,000 tested, 2.8% active; AID 1458, 2008; note: % of control where 0% means no effect; nearly all actives have a fitted effect of over 55% in size
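HEK293 cells carry an SMN2 […]–luciferase reporter in which exon 7 inclusion puts luciferase in frame. Cells were plated 10-12 h before compound addition, then incubated 30-36 h at 37C. ONE-Glo luminescence was read; sodium butyrate at 4.5 mM final served as control.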
TRb SRC2 PPI – qHTS for Inhibitors of the Interaction of Thyroid Hormone Receptor and Steroid Receptor Coregulator 2 | TRbeta-SRC2 peptide binding, fluorescence polarization; receptor liganded with 1 µM T3 | Potency, µM (top dose mostly 106 µM), for the others: at the top dose activity change, negative = inhibition, most hits filed as inhibitors | 280,000 tested, 0.065% active;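 note: plate controls were bound peptide for no effect and peptide without receptor for full effect; nearly all actives have a fitted effect of over 50% in size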
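Polarization signal, normalized between peptide-alone and full complex controls, measured compound effects on T3-liganded human TRb LBD (0.6 uM) binding 20 nM Texas Red SRC2 peptide after 5 hr.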
RGS12 GoLoco inh – qHTS Assay for Inhibitors of RGS12 GoLoco Motif Activity (Red Fluorophore); Potency, µM (series often up to 61.6 µM), for the others: top-dose activity, negative = inhibition, actives largely listed as inhibitors; Gai1:RGS12 GoLoco peptide FP, rhodamine, 10 min; 230,000 tested, 0.44% active; active = well fitted inhibition curve with a large enough effect, not every such curve was filed as active; inactive = no such curve, though single readings can be large or run the other way; note: % is set by controls: 0 for no effect and ±100 for the full control effect; nearly all actives have a fitted effect of over 30% in size; many of its hits are not listed in these tables
Target sequence (P63096 whole entry, looked up): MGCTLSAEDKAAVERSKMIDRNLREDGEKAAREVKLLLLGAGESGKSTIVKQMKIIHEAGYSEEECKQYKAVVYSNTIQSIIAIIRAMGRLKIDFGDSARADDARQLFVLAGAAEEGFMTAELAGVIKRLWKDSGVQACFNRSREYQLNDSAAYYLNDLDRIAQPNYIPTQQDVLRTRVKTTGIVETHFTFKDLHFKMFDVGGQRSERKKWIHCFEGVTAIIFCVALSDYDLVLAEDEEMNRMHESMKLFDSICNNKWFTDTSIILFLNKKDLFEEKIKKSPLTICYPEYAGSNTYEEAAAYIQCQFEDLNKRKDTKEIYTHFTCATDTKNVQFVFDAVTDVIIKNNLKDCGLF
ALDH1A1 block – qHTS Assay for Inhibitors of Aldehyde Dehydrogenase 1 (ALDH1A1). Purified ALDH1A1, NADH fluorescence, propionaldehyde substrate. Aldehyde dehydrogenase 1A1 (Homo sapiens), P00352. Potency, µM (titrated, usually from 75.3 µM), without a hit: at the highest dose activity, negative = inhibition, most hits filed as inhibitors. AID 1030, 2008. 220,000 tested, 7.3% active; active = well fitted inhibition curve with a large enough effect, not every such curve was filed as active; inconclusive = small, poorly fitted or top-dose-only effect, or another doubt; inactive = no such curve, though single readings can be large or run the other way;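 note: plate controls were no enzyme wells and a reference inhibitor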
Target sequence (P00352 whole entry, looked up): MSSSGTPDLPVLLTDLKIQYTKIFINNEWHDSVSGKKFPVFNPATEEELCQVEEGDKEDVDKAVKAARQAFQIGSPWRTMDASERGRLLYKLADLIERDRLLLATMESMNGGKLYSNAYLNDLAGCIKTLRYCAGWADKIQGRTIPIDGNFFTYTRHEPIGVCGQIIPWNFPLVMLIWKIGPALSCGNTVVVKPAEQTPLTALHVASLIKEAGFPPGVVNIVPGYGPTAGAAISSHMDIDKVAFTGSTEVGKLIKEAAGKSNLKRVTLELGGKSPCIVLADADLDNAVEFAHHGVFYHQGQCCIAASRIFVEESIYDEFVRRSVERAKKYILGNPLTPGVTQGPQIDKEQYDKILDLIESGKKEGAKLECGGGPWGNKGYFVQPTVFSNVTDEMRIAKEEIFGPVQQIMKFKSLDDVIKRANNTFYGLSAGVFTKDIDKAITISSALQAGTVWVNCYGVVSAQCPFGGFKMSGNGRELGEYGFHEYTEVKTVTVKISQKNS
RECQ1 helicase – qHTS Assay for Inhibitors of RecQ-Like Dna Helicase 1 (RECQ1); 240,000 tested, 0.54% active; RECQ1 DNA unwinding, red fluorescence kinetic read; ATP-dependent DNA helicase Q1 (Homo sapiens), P46063; Potency, µM (series often up to 57.3 µM), without a hit: at the top dose activity, negative = inhibition, hits mostly inhibitors; AID 2549, 2010;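 note: plate controls were vehicle for no effect and no enzyme for full effect; nearly all actives have a fitted effect of over 30% in size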
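50 nM RECQ1T1 preincubated 15 min with compound in Tris pH 8.0 buffer with MgCl2, DTT, Tween-20 and 2.5 ug/ml poly(dI-dC); started with 200 nM TAMRA/BHQ-2 forked duplex and 2 mM ATP. Unwinding read as fluorescence (525/598 nm), two reads 2 h apart.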
KDM4E inh – qHTS Assay for Inhibitors of Human Jumonji Domain Containing 2E (JMJD2E); JMJD2E catalytic domain, FDH-coupled NADH fluorescence (FDH is formaldehyde dehydrogenase); Potency, µM (top dose mostly 57.1 µM), for the others: at the highest dose activity change, negative = inhibition, hits mostly inhibitors; 230,000 tested, 1.6% active; active = well fitted inhibition curve with a large enough effect, not every such curve was filed as active; inconclusive = small, poorly fitted or top-dose-only effect, or another doubt; inactive = no such curve, though single readings can be large or run the other way;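 note: 0% = wells with enzyme and -100% = buffer wells without enzyme; nearly all actives have a fitted effect of over 50% in size; many of its hits are not listed in these tables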
TR SRC2 fluor cs – Total Fluorescence Counterscreen for Inhibitors of the Interaction of Thyroid Hormone Receptor and Steroid Receptor Coregulator 2; AID 1479, 2009; 280,000 tested, 0.29% active; Potency, µM (highest dose often 106 µM), for inactives: at the top dose fluorescence change, negative = quenching; TRb/SRC2 Texas Red total fluorescence interference; active = well fitted curve in either direction with a large enough effect; inconclusive = small, poorly fitted or top-dose-only effect; note: % is set by controls: 0 for no effect and ±100 for the full control effect
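Human TRβ ligand-binding domain (0.6 uM) and Texas Red SRC2 peptide (20 nM) in Tris buffer with 1 uM T3 and 5% DMSO were incubated with pinned compound for 5 hr at ambient temperature. Total fluorescence was computed as S + 2P (555/632 nm).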
LMNA splice mod – qHTS Assay for Modulators of Lamin A Splicing | HeLa LMNA splicing GFP/RFP minigene ratio, 48 h | Potency, µM (top dose mostly 46.1 µM), for inactives: at the highest dose ratio change, negative = inhibition, usual class: inhibitors | 200,000 tested, 0.01% active; active = well fitted inhibition curve with a large enough effect in the signal ratio, with a control signal flat, not every such curve was filed as active; inconclusive = small, poorly fitted or top-dose-only effect, or effect the other way, or a change in a side signal; the % refers to the signal ratio; note: % is set by controls: 0 for no effect and ±100 for the full control effect
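Read-out is the ratio of GFP to DsRed2 object intensity, acquired by 488 nm laser-scanning cytometry on HeLa lamin A-EGFP minigene reporter cells. Compound incubation 48 hrs at 37 °C in Opti-MEM with 2% FBS; DMSO 0.5% final.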
* hit, by the source's call; i = inactive; ? = inconclusive; · = not tested or not shown; & = joins results of further samples; [ ] = another dose, or the depositor's remark. Unless noted, calls come from the whole dose curve; as a rule, active = well fitted curve in the direction sought with a large enough effect; inconclusive = small, poorly fitted or top-dose-only effect, or another doubt; inactive = no such curve, though single readings can be large; an effect the other way counts as inactive or inconclusive. Potency is the fitted concentration of half-maximal effect.

SMILES	SMN2 splice enh	TRb SRC2 PPI	RGS12 GoLoco inh	ALDH1A1 block	RECQ1 helicase	KDM4E inh	TR SRC2 fluor cs	LMNA splice mod
CCc1c(C)[nH]c2ccc(C)cc2c1=O	-37%[inhibitor]	3%	1%	0%	-10%	1%	-4%	3%
CCOc1ccc(C(=O)CCNC(Cc2cnc[nH]2)C(=O)O)cc1 (stereo not given)	18%	4%	2%	1.6µM*	-6%	-6%	-1%	-2%
CCO[C@H]1OC(C(=O)N2CCCCCCC2)=C[C@@H](c2ccc(C(F)(F)F)cc2)[C@@H]1CCCO	·	-1%	2%	3%	-19%	0%	-2%	·
COC(=O)c1c(NC(=S)NN2CCOCC2)sc2c1CCCC2	·	2%	3%	?	?	-2%	-1%	·
CCC(C(=O)Nc1nc(C)c(C(=O)OC)s1)c1ccccc1 (stereo not given)	-10%	-6%	10%	-4%	i	0%	-5%	13%[46 µM]
CCc1ccc(-c2csc(NC(=O)Oc3ccccc3)n2)cc1	·	0%	·	-2%	-9%	-3%	-3%	-17%
C=C1C(C(=O)Nc2cccc(OC)c2)C1C(=O)Nc1cccc(OC)c1 (stereo not given)	12%	3%	8%	-1%	i	-2%	-1%	?
Cc1cc(C(F)(F)F)nn1Cc1n[nH]c(=S)n1-c1ccc(Cl)cc1	-11%	-11%	1%	6%	-7%	20%	-3%	15%
CC(C(=O)O)c1ccc(N2Cc3ccccc3C2=O)cc1 (stereo not given)	1.3µM*	2%&10%	-2%&10%	-5%&8%	-7%&7%	-9%&1%	-2%&1%	-2%
CN(C(=O)COC(=O)/C=C/c1cn(-c2ccccc2)nc1-c1ccc2c(c1)OCCO2)C1CCS(=O)(=O)C1 (stereo not given)	8%	-6%	11%	i	i	?	0%	-12%[46 µM]
COc1ccc(-n2nnnc2SCC(=O)c2ccc3c(c2)OCCO3)cc1	-50%[inhibitor]	5%	-1%	-5%	2%	-1%	0%	-4%
COc1ccc(/C=C/C2=CC(C)(C)NC(=S)N2)cc1	-19%	0%	-2%	5.6µM*	-2%	-11%	-1%	·
Cc1cc(C(=O)N2CCN(c3ncccc3C#N)CC2)no1	·	-4%	4%	?	-2%	?	-1%	8%[46 µM]
C=CCNCC#CCOc1ccc(OC)cc1	9%	-4%	-9%	-12%	i	?	3%	9%
Cc1cccc(-n2c(=O)c3c(n4cnnc24)-c2ccccc2CC32CCCCC2)c1	2%	-5%	-10%	2%	-16%	-1%	-1%	-6%
CC(C)NC(=S)NN=C1c2ccccc2-c2ccccc21	4%	2%	-2%	-14%	i	11%	-3%	11%[46 µM]
O=C(Nc1ccc(S(=O)(=O)N2CCCC2)cc1)c1cccnc1	15%	0%	6%	-3%	i	4%	-2%	-2%
O=c1[nH]cc(NCCc2ccccc2)c(=O)[nH]1	13%	4%	4%	-15%	-8%	?	-4%	-10%[9.22 µM]
CCN(C(=O)CSc1nnc(-c2ccncc2)n1C)C1CCS(=O)(=O)C1 (stereo not given)	-7%	-20%	1%	1%	-5%	-8%	1%	4%
CCCCOc1ccc(CONS(=O)(=O)c2ccc(NC(C)=O)cc2)cc1Cl	-28%	-5%	2%	3%	0%	-6%	5%	?
CC1CN(C(=S)NC(=O)c2ccc([N+](=O)[O-])cc2)CC(C)O1 (stereo not given)	12%	4%	-22%	-9%	-2%	-2%	0%	-5%
O=C(c1cnccn1)N1CCC2(CC1)CN(Cc1ccccc1)C2	3%	·	1%	-1%	0%	·	·	·
COCCn1c(=O)c(-c2cccc(C#N)c2)nc2cnc(Oc3ccccc3)nc21	·	·	-4%	?	-3%	·	·	-21%
COc1ccc(-c2nc3cc(NC(=S)NC(=O)Cc4ccccc4)ccc3o2)cc1	14%[1.84 µM]	-8%	-1%	11µM*	-4%	2%	0%	-7%
CC1SC(=NC(=O)c2ccco2)NC1=O (stereo not given)	-3%	-9%	-8%	-1%	-1%	-5%	1%	-2%
CCN(CC)C(=O)Cn1cc(C(=O)C(=O)N2CC=C(c3ccccc3)CC2)c2ccccc21	-11%	-2%	7%	?	-1%	1%	-5%	·
Cc1cc2nc(/N=C(\N)NC(=O)N3c4ccccc4Sc4ccccc43)nc(C)c2cc1C	-13%	2%	22%	0%	-16%	?	4%	4%
Cc1nc(N(C)Cc2ccccc2)c2nnn(Cc3ccccc3)c2n1	-12%	1%	0%	?	-1%	-4%	2%	-16%
Cc1ccc(NC(=O)CCn2cccc2)cc1	3%	13%	-3%	6%	-7%	-14%	1%	-2%
CC(C)Cn1c(N)c(C(=O)COC(=O)CC23CC4CC(CC(C4)C2)C3)c(=O)n(C)c1=O	-98%[inhibitor]	3%	20%	?	-15%	0%	0%	?

A section taken from the entries so far, as a working copy:
SMILES	SMN2 splice enh	TRb SRC2 PPI	RGS12 GoLoco inh	ALDH1A1 block	RECQ1 helicase	KDM4E inh	TR SRC2 fluor cs	LMNA splice mod
CC(C)NC(=S)NN=C1c2ccccc2-c2ccccc21	4%	2%	-2%	-14%	i	11%	-3%	11%[46 µM]
O=C(Nc1ccc(S(=O)(=O)N2CCCC2)cc1)c1cccnc1	15%	0%	6%	-3%	i	4%	-2%	-2%
O=c1[nH]cc(NCCc2ccccc2)c(=O)[nH]1	13%	4%	4%	-15%	-8%	?	-4%	-10%[9.22 µM]
CCN(C(=O)CSc1nnc(-c2ccncc2)n1C)C1CCS(=O)(=O)C1 (stereo not given)	-7%	-20%	1%	1%	-5%	-8%	1%	4%
CCCCOc1ccc(CONS(=O)(=O)c2ccc(NC(C)=O)cc2)cc1Cl	-28%	-5%	2%	3%	0%	-6%	5%	?
CC1CN(C(=S)NC(=O)c2ccc([N+](=O)[O-])cc2)CC(C)O1 (stereo not given)	12%	4%	-22%	-9%	-2%	-2%	0%	-5%
O=C(c1cnccn1)N1CCC2(CC1)CN(Cc1ccccc1)C2	3%	·	1%	-1%	0%	·	·	·
COCCn1c(=O)c(-c2cccc(C#N)c2)nc2cnc(Oc3ccccc3)nc21	·	·	-4%	?	-3%	·	·	-21%
COc1ccc(-c2nc3cc(NC(=S)NC(=O)Cc4ccccc4)ccc3o2)cc1	14%[1.84 µM]	-8%	-1%	11µM*	-4%	2%	0%	-7%
CC1SC(=NC(=O)c2ccco2)NC1=O (stereo not given)	-3%	-9%	-8%	-1%	-1%	-5%	1%	-2%
CCN(CC)C(=O)Cn1cc(C(=O)C(=O)N2CC=C(c3ccccc3)CC2)c2ccccc21	-11%	-2%	7%	?	-1%	1%	-5%	·
Cc1cc2nc(/N=C(\N)NC(=O)N3c4ccccc4Sc4ccccc43)nc(C)c2cc1C	-13%	2%	22%	0%	-16%	?	4%	4%

Next part
SMILES	SMN2 splice enh	TRb SRC2 PPI	RGS12 GoLoco inh	ALDH1A1 block	RECQ1 helicase	KDM4E inh	TR SRC2 fluor cs	LMNA splice mod
Cc1cc(OC2CCCCC2)nc(NCc2ccccc2)n1	·	8%	-6%	·	-20%	-12%	-2%	·
CCCn1nc2cc(C(=O)NCCc3ccc(C)cc3)ccc2c1OCC	-5%	-14%	3%	?	-7%	?	2%	4%
Cc1cc2cc3c(cc2nc1SCc1ccccn1)OCCO3	-11%[1.84 µM]	1%	3%	-5%	-4%	4%	1%	-16%
CCOC(=O)C1(Cc2ccc(Cl)cc2)CCN(C(=O)c2cnc(C)cn2)CC1	·	-1%	-2%	·	-2%	7%	-4%	·
Cc1ccc(CCSc2ccc(C(C)C)cc2)cn1	·	3%	·	-10%	-8%	-11%	-2%	?
Cc1ccccc1CCNC(=O)C1CCN(S(=O)(=O)c2ccc(-n3cnnn3)cc2)CC1	-2%	-21%	12%	?	12%	-3%	2%	-6%
Cc1cccc(N2CCN(C3=NC(=O)C(Cc4ccccc4)S3)CC2)c1 (stereo not given)	-5%	1%	2%	-4%	-8%	1%	-33%	-17%
CC(C)CC(C(=O)Oc1ccc2c3c(c(=O)oc2c1)CCC3)N1C(=O)c2ccccc2C1=O (stereo not given)	1%	1%	3%	?	0%	?	0%	3%
CC1CCCC(n2cnc3cc(C(=O)O)ccc32)C1C (stereo not given)	-21%	3%	-4%	-5%	-4%	-6%	-1%	·
CSc1nsc(SCC(=O)Nc2c(C)n(C)n(-c3ccccc3)c2=O)n1	-9%	0%	-3%	-1%	-5%	-2%	-2%	1%
CCOc1ccc(NC(=O)C2CCN(S(=O)(=O)c3c(C)n[nH]c3C)CC2)cc1	-12%	-9%	3%	2%	-1%	6%	-1%	5%
Cc1cc(C(=O)COC(=O)c2ccc(Br)o2)c(C)n1C	1%	1%	-7%	1%	-19%	3%	-2%	-11%[46 µM]
CCOC(=O)C(Cc1c(F)cccc1F)(NC(C)=O)C(=O)OCC	-9%	3%	-1%	10%	i	4%	0%	-1%
Cc1ccc(N2C(=O)CN(Cc3sccc3C)C2=S)cc1C	-10%	-10%	0%	?	-13%	5%	?	?
O=C(c1ccccc1)c1ccc(Oc2ncccn2)cc1	10%	1%	11%	-3%	-2%	6%	-6%	-1%
Cc1cc(C)c2cc(CN(Cc3cccs3)Cc3nnnn3CC3CCCO3)c(=O)[nH]c2c1 (stereo not given)	17%	5%	10%	11µM*	i	-8%	2%	7%

High-throughput results deposited in PubChem by National Center for Advancing Translational Sciences (NCATS).

The list is partial, so the mix of outcomes need not match the whole.
